Bioassay records from PubChem.
STAT3 act – activators of IL-6 induced STAT3 signaling. AID 871. 0.91% of 190,000 active. U3A cells, IL-6 STAT3-luciferase reporter, luminescence; 100% = signal with IL-6 EC80 alone. activation (% of control), % at 5.6 µM;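 active means activation above the screen-wide mean of compound activation plus 3 SD, cut at about 130% in these data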;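 further: 0% = background luminescence of wells with medium and substrate only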
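Material: STAT1-lacking human U3A cells, STAT3 luciferase reporter | Benchmarks: IL-6-only wells as 100% reference | Probe or stimulus: IL-6 (33 ng/mL) | Timing: Compound 1 h, then IL-6 6 h at 37 °C | Detection: Luminescence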
ROMK primary – human ROMK K+ channel modulation, primary screen; 2% of 130,000 active; B-score at 10 µM; P48048; Tet-inducible ROMK, thallium flux fluorescence; actives lie on both sides;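 active means signal ratio slope over the read window, or its plate-corrected B-score, at least 3 SD from the plate mean, either direction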;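 further: B-score of the F/F0 ratio slope over 7 to 12 s after thallium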
Target sequence (P48048 whole entry, looked up): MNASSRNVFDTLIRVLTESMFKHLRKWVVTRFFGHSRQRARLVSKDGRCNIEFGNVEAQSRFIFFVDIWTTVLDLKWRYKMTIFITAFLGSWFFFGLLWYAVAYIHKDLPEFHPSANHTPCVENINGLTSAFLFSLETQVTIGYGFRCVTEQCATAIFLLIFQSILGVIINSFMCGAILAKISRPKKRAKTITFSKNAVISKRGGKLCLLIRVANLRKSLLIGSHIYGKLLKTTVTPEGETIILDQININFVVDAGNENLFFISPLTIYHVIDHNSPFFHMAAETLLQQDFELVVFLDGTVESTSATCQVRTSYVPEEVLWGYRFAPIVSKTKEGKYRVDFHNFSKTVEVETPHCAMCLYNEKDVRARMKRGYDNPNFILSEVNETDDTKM
PPARg SRC-3 ag – PPARgamma-driven SRC-3 recruitment agonism | P37231 | biochemical PPARgamma/SRC-3 coactivator recruitment assay | activation, % at 8 µM | 0.26% of 200,000 active | AID 731; in the data active means activation above about 23%;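 further: 0% = DMSO and 100% = reference agonist; some compounds past the cut are filed as inactive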
TR-FRET SRC-2 ct – counter-screen for PPARgamma SRC-2 recruitment agonists: TR-FRET artefact | 0.4% of 200,000 active | hits give high values | TR-FRET ratio at 8 µM; in the data active means TR-FRET ratio above about 2000; further: inactives centre near 1500
bIAP inh – blocks bovine intestinal alkaline phosphatase activity; purified bovine IAP, CDP-star luminescence, 30 min; inhibition, % at 20 µM; 190,000 tested, under 10 active;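 active means over 50% inhibition of intestinal alkaline phosphatase at 20 µM in the single-dose screen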
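Incubation: 30 min reaction at room temperature / Material: purified bovine intestinal alkaline phosphatase (IAP) enzyme / Input: enzyme at 1/65,000,000 dilution / Dosing: 20 µM single dose / Signal: CDP-star luminescence signal / Reagent: CDP-star chemiluminescent phosphatase substrate, 30 µM final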
PPARg SRC2 recr – PPARgamma-driven SRC-2 recruitment agonism | P37231 | PPARgamma LBD-SRC-2 recruitment, biochemical | activation, % at 8 µM | 0.34% of 200,000 active | AID 1032; in the data active means activation above about 22%;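 further: 0% = vehicle and 100% = reference agonist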
TNAP act hi DEA – TNAP (human) activation, high acceptor; P05186; purified TNAP, CDP-star luminescence, 1 M DEA, 30 min; hits give high values; 0 = EDTA background, 1 = DMSO-only activity; activation factor at 20 µM; 200,000 tested, under 10 active;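 active means activation factor at least 2 at 20 µM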
Target sequence (P05186 whole entry, looked up): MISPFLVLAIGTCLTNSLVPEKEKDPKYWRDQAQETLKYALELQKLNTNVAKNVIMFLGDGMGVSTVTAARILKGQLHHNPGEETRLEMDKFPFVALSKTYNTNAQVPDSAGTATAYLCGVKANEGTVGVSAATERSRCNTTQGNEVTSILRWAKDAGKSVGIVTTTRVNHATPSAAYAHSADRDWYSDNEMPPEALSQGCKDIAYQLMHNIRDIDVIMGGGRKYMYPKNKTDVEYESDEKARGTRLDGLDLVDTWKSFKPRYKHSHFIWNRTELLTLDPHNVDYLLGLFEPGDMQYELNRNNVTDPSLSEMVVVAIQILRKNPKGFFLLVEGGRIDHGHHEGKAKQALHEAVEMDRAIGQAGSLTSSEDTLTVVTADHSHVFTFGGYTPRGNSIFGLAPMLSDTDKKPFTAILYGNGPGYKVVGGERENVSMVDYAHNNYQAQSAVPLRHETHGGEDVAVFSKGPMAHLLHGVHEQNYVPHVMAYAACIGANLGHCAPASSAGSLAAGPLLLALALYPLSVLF
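Measured by: Luminescent substrate turnover signal | Test system: Human TNAP | Input: TNAP 1/800 final | Dosing: 20 µM single point | Schedule: 30 min, room temperature | Controls: EDTA wells as negative control, DMSO wells as positive control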
STAT3 blocker – reduces IL-6 driven STAT3 reporter signal | U3A cells, IL-6 STAT3-luciferase reporter, luminescence; host cell line lacks STAT1 | inhibition, % at 5.5 µM | AID 862 | 0.89% of 190,000 active;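 active means inhibition above the mean inhibition across all screened compounds plus 3 SD, cut at about 44% in these data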;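 further: 0% = DMSO only wells and 100% = 100 µM nifuroxazide control wells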
PPARg SRC1 recr – promotes SRC-1 coactivator recruitment by human PPARgamma; P37231; PPARgamma-SRC-1 coactivator recruitment biochemical assay; activation, % at 8 µM; 0.41% of 200,000 active; in the data active means activation above about 19%;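 further: 0% = DMSO and 100% = reference agonist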
STAT1 inh – STAT1 signaling inhibition; NIH 3T3 STAT1-luciferase reporter, IFN-gamma, luminescence; inhibition, % at 5.5 µM; 0.35% of 200,000 active; AID 920;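 active means inhibition above a set limit, the mean inhibition across all tested compounds plus 3 SD, cut at about 34% in these data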;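 further: 0% = IFN-gamma with DMSO and 100% = IFN-gamma with 300 µM nifuroxazide; values of inactives mirror those of a sister screen read the other way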
bIAP act – intestinal alkaline phosphatase (bovine) activation | AID 1016 | activation factor at 20 µM | purified bovine IAP, CDP-star luminescence, 30 min; hits give high values; fold of DMSO-control signal, blank-subtracted | 0.17% of 200,000 active;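 active means activation factor of 2 or more at 20 µM, a signal rise over negative controls twice the positive control's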
* hit, by the source's call; · = no result given.

SMILES	STAT3 act	ROMK primary	PPARg SRC-3 ag	TR-FRET SRC-2 ct	bIAP inh	PPARg SRC2 recr	TNAP act hi DEA	STAT3 blocker	PPARg SRC1 recr	STAT1 inh	bIAP act
Cn1c(=O)c2c(ncn2Cc2cc(-c3ccccc3)no2)n(C)c1=O	92	-0.4	8	1191	2	-2	1.1	13	-6	10	1
Cc1ccc(OCC(=O)c2cc(C)n(CC(F)(F)F)c2C)c([N+](=O)[O-])n1	106	-0.58	0	1655	9	0	1	-1	9	-8	0.9
CCc1cccc2c(C(=O)Cn3nnc(-c4ccc(OC)c(OC)c4)n3)c[nH]c12	99	0.64	15	1741	-5	8	1	1	-1	2	1
O=C(CN1C(=O)COc2ccccc21)NCCCN1CCc2ccccc2C1	105	·	-4	1454	-8	-8	1	-1	-8	0	1.1
COc1coc(C(O)CN)cc1=O (centres undefined)	100	1.9	1	1489	22	8	1.1	-2	3	3	0.8
CCCn1c(SCC(=O)C(C)(C)C)nc2ccccc21	95	-0.27	1	1732	-10	9	1	10	8	-5	1.1
Cc1nnc2n(-c3ccccc3)c(=O)c3c4c(sc3n12)COC(C(C)C)C4 (centres undefined)	94	0.029	0	1526	8	4	1.1	10	-3	1	0.9
CC1CCCN(c2cc(N(C)CCO)c([N+](=O)[O-])c3nonc23)C1 (centres undefined)	100	-0.79	2	1646	40	2	0.8	11	6	4	0.6
O=C(O)CCC(=O)Nc1ccc(Cc2ccc(NC(=O)CCC(=O)O)c(O)c2)cc1O	98	0.58	9	1611	1	3	1	2	1	-6	1
O=C(Nc1c(C(=O)NCc2ccco2)cnn1-c1ccccc1)c1ccc(F)cc1	93	·	1	1760	-2	6	1	14	2	12	1
CCC1(c2ccccc2)NC(=O)N(CC(=O)N2CCN(S(=O)(=O)c3ccccc3)CC2)C1=O (centres undefined)	101	0.0052	2	1585	11	-3	1	-4	2	5	0.9
Cc1cc(C)c(S(=O)(=O)NCc2ccncc2)c(C)c1	38	-1	-10	1520	11	4	1	75*	7	27	0.9
COc1cccc(CNC(=O)Cn2cccc2)c1	99	-0.28	-3	1471	-10	-4	1	4	1	-4	1.1
CCOC(=O)N1CCC(NC(=S)Nc2ccc3nc(N4CCN(C)CC4)cc(C)c3c2)CC1	91	0.31	2	1580	-14	0	1	12	2	15	1.1
CCC/C(=C1/C(=O)CC(C)(C)C(C(=O)OC)C1=O)N1CCCC1 (centres undefined)	99	0.67	-1	1605	5	-7	1.1	6	3	-11	1

Further compounds
SMILES	STAT3 act	ROMK primary	PPARg SRC-3 ag	TR-FRET SRC-2 ct	bIAP inh	PPARg SRC2 recr	TNAP act hi DEA	STAT3 blocker	PPARg SRC1 recr	STAT1 inh	bIAP act
Cc1cc(C)nc(N2CCC(C(=O)O)CC2)n1	96	·	-3	1531	1	-1	1.1	11	-5	-2	1
CCOC(=O)c1c(NC(=O)CSc2nnc(-c3ccco3)o2)sc(C)c1C	97	·	14	1776	-4	8	1	7	4	9	1
CC(C)N(Cc1cc2ccccc2[nH]c1=O)C(=O)c1cccnc1	97	·	-2	1724	8	13	1	9	4	1	0.9
COc1ccc(N(CC(=O)Nc2cc(C(=O)O)ccc2C)S(=O)(=O)c2c(C)noc2C)cc1	101	0.83	3	1673	4	5	1	4	5	-2	1
NC(=S)NNc1cccc(Cl)c1	99	-1.1	-7	1359	16	6	1	8	1	4	0.8
COc1ccc(-c2nnn(CC(=O)N(CCCO)C(C(=O)NC3CCCC3)c3ccc(F)cc3)n2)cc1 (centres undefined)	105	-1.1	4	1362	-18	1	0.9	-2	1	1	1.2
Cc1ccc(-c2nn3c(C)nnc3s2)cc1NC(=O)C(C)C	104	·	5	1856	-2	6	1	0	-4	0	1
NC(=O)CCC(NS(=O)(=O)c1ccc(Cl)cc1)C(=O)NCc1ccc(Cl)cc1 (centres undefined)	94	·	4	1780	-20	1	1	7	-1	1	1.2
Cc1ccc(N=C2NC(=O)C(CC(=O)NCc3ccccc3)S2)cc1C (centres undefined)	101	-0.43	-3	1504	-14	1	1	-3	0	2	1.1
O=C(Nc1ccccc1C(=O)N1CCOCC1)c1cccnc1	106	1.2	-7	1513	-1	-9	1	-1	-5	3	1
Cc1nc(C)c(C(=O)Nc2ccccc2)s1	91	·	8	1649	12	-1	1	19	13	4	0.9
CCCC(=O)Nc1ccc(C(=O)NNC(=O)c2cccs2)cc1	101	·	3	1462	5	4	1	-1	6	3	0.9
Cc1cc(C)n(C(=O)c2ccc(C)c(S(=O)(=O)N3CCOCC3)c2)n1	98	·	-2	1545	8	13	1	9	9	-1	0.9
O=c1oc2ccccc2c(NCc2cccc(F)c2)c1[N+](=O)[O-]	94	·	-4	1633	-2	8	1	11	4	-2	1
Cc1noc(C)c1S(=O)(=O)N(CC(=O)Nc1ccc2c(c1)OCCO2)c1ccc(C(C)C)cc1	104	·	0	1527	-1	8	1.1	4	2	22	1

Additional records:
SMILES	STAT3 act	ROMK primary	PPARg SRC-3 ag	TR-FRET SRC-2 ct	bIAP inh	PPARg SRC2 recr	TNAP act hi DEA	STAT3 blocker	PPARg SRC1 recr	STAT1 inh	bIAP act
CCN(CCn1cccn1)C(=O)CCc1nnc(-c2ccc3c(c2)OCO3)o1	104	0.56	0	1724	5	5	1.1	7	6	-20	1
CCOC(=O)N1CCN(C(=O)c2ccc3c(=O)n(Cc4ccc(OC)cc4)c(=S)[nH]c3c2)CC1	93	-0.069	3	1775	2	4	1.1	13	-1	10	1
Cc1ccccc1NC(=O)N(CCc1nc2ccccc2[nH]1)Cc1ccccc1	111	-0.41	6	1587	-36	0	1	-9	-2	-1	1.4
CN(Cc1nc2ccc(Cl)cc2[nH]1)Cc1nc(-c2cnccn2)no1	101	-0.28	1	1730	-17	-2	1	5	4	-1	1.2
COC(=O)C1NN=C(C(=O)c2ccccc2)C1c1ccccc1 (centres undefined)	103	·	3	1509	-6	4	1	-1	6	2	1.1
O=C(CCSc1nccn1Cc1ccccc1)N1CCOCC1	102	-1.9	8	1428	9	-4	1	2	0	-6	0.9
Cc1cc2cccc(C)c2nc1SCC(=O)N(C)c1nc(-c2ccccc2)cs1	97	·	11	1514	10	10	1	6	1	1	0.9
CCC(CO)NCc1ccc(OCC(=O)Nc2cccc(C(F)(F)F)c2)c(OC)c1 (centres undefined)	92	-0.043	0	1419	-6	1	1	13	-3	2	1.1
COc1cccc(C(=O)CN2CCN(S(=O)(=O)c3cccc([N+](=O)[O-])c3)CC2)c1	96	·	0	1598	17	10	1	6	-1	4	0.8
Cc1cc(S(=O)(=O)Nc2nc(CN3CCOCC3)nc3sc4c(c23)CCCC4)ccc1F	99	-0.19	7	1633	-12	1	1	1	2	4	1.1
Cc1ccc(CN2CC(C(=O)Nc3ccc4c(C)cc(=O)oc4c3)CC2=O)cc1 (centres undefined)	83	·	10	1727	0	5	1	24	8	9	1
COc1ccc(NC(=O)CCS(=O)(=O)c2ccc3c(c2)CCCN3C(C)=O)cc1Cl	107	-1.1	-2	1520	10	13	1	-1	-1	-2	0.9
CC(=O)NCc1cc(-c2nn(C)c(=O)c3ccccc23)ccc1C	97	·	5	1706	0	15	0.9	5	6	5	1
COc1ccc(CCNC(=O)C2CCCN(C(=O)N(C)C)C2)c(OC)c1 (centres undefined)	107	0.0096	-6	1506	4	-6	1	-4	-12	13	1
CCN(CC)C(=O)CSc1nnc(-n2nc(C)cc2C)c2ccccc12	91	0.18	-4	1663	-6	0	1.1	17	1	7	1.1

Some entries already given, reduced to bIAP act:
SMILES	bIAP act
COc1cccc(C(=O)CN2CCN(S(=O)(=O)c3cccc([N+](=O)[O-])c3)CC2)c1	0.8
COc1ccc(NC(=O)CCS(=O)(=O)c2ccc3c(c2)CCCN3C(C)=O)cc1Cl	0.9
O=C(CCSc1nccn1Cc1ccccc1)N1CCOCC1	0.9

Going on with the list.
SMILES	STAT3 act	ROMK primary	PPARg SRC-3 ag	TR-FRET SRC-2 ct	bIAP inh	PPARg SRC2 recr	TNAP act hi DEA	STAT3 blocker	PPARg SRC1 recr	STAT1 inh	bIAP act
COC(=O)c1cc2c(s1)CS(=O)C2 (centres undefined)	99	·	-3	1583	-8	12	1	5	4	-1	1.1
O=C(NCCC1=CCCCC1)C1CC(=O)N(C2CCCCC2)C1 (centres undefined)	105	·	-6	1300	2	2	1.1	-2	-6	-3	1
CCOC(=O)Cn1nc(C)c(NC(=O)c2ccc([N+](=O)[O-])c(C)c2)c1C	96	2.3	4	1535	-4	4	1	6	-1	25	1
COC(=O)c1ccc(-n2nnnc2SCc2ccccc2OC)cc1	102	0.96	-1	1423	7	7	1	0	5	-5	0.9
Cc1ccc2cc3cc(C(=O)N4CCCCC4C)oc3nc2c1 (centres undefined)	73	·	-3	1677	7	-4	1	35	13	-72	0.9
Cc1ccccc1Nc1nc(N)nc(COC(=O)c2ccc(S(=O)(=O)N(C)C)cc2)n1	97	·	1	1681	13	-2	1	2	2	0	0.9
CC(C)n1c(=O)[nH]c2cc(C(=O)Nc3ccccc3)ccc21	99	2.3	-3	1606	9	-1	1	7	-2	-30	0.9
Oc1ccc(-c2n[nH]c(=S)n2Cc2ccco2)cc1	107	0.49	-5	1439	15	6	1	-12	6	-6	0.8
Cc1cc(NC(=O)C2C3C(=O)N(c4cccnc4)C(C(=O)NC(C)(C)C)C34C=CC2(C)O4)no1 (centres undefined)	100	0.63	3	1564	6	-2	1.1	2	-6	-14	0.9
Cc1cc(C)c(C#N)c(SCSCc2ccccc2)n1	87	-0.36	8	1670	45	1	1	20	5	-4	0.6
O=C(O)c1ccccc1Sc1ncnc2sc3c(c12)CCC3	91	2.5	2	1705	-2	7	1	13	10	8	1
CN1C(=O)c2cccc(NCCCN3C(=O)c4ccccc4C3=O)c2C1=O	97	1.2	6	1414	15	-3	1	5	-1	-3	0.8
Cc1ccc(-n2nnnc2SCC(=O)Nc2ccccc2-c2ccccc2)cc1C	105	·	2	1526	5	10	1	-7	4	13	1
Cc1ccc(N(Cc2ccc(C(=O)Nc3ccccc3C(=O)NCc3ccco3)cc2)S(C)(=O)=O)cc1C	103	1	-3	1385	5	-2	1	-7	-3	4	0.9
O=C(CSc1nc2[nH]ncc2c(=O)n1-c1ccccc1)NCc1cccs1	98	·	1	1659	-23	5	1	4	6	0	1.2
COc1cccc(/C=N/NC(=O)CCc2ccccc2)c1	107	·	5	1385	14	-1	1	3	-3	-11	0.9
O=C(O)C1CCCN1c1nc(C(F)(F)F)nc2ccccc12 (centres undefined)	94	-0.54	4	1574	-4	12	1	13	8	1	1

Looked up by structure from above, 2 records:
SMILES	STAT3 act	ROMK primary	PPARg SRC-3 ag	TR-FRET SRC-2 ct	bIAP inh	PPARg SRC2 recr	TNAP act hi DEA	STAT3 blocker	PPARg SRC1 recr	STAT1 inh	bIAP act
Cc1ccc2cc3cc(C(=O)N4CCCCC4C)oc3nc2c1 (centres undefined)	73	·	-3	1677	7	-4	1	35	13	-72	0.9
Cc1ccc(N(Cc2ccc(C(=O)Nc3ccccc3C(=O)NCc3ccco3)cc2)S(C)(=O)=O)cc1C	103	1	-3	1385	5	-2	1	-7	-3	4	0.9

Compounds as they come. About 3.7% of those tested had a hit in this group.
